Screening results deposited in PubChem BioAssay by National Center for Advancing Translational Sciences (NCATS).
DRD3 agonist: qHTS of D3 Dopamine Receptor Agonist: qHTS; D(3) dopamine receptor (Homo sapiens), P35462; D3R DiscoveRx beta-arrestin cells, luminescence, 90 min; max activation, %; 410,000 compounds, 0.58% hits; AID 652048, 2013; in the data active = max activation above about 30%; also: 0% is about no effect; mostly tested at two doses, the higher about 12 µM
Target sequence (P35462 whole entry, looked up): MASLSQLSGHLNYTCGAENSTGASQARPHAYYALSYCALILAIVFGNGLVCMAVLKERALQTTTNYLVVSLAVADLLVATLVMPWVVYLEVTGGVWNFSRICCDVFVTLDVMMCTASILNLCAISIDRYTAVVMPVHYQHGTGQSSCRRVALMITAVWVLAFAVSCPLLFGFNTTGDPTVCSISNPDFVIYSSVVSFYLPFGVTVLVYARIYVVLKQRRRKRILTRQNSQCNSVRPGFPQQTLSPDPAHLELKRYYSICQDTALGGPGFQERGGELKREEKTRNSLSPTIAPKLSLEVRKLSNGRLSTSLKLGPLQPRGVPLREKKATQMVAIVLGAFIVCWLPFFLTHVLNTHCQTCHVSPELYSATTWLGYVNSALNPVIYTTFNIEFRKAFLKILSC
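Cells at 1500/well, incubated overnight, then treated with pinned compounds (dopamine as control) for 90 min at 37 degrees C. DiscoveRx reagent added for 30 - 60 minutes at room temperature; luminescence read.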
KB-V1 MDR tox: qHTS assay for MDR1-selective chemotherapeutics: Primary screen using the drug-selected MDR subline cells KB-V1. KB-V1 MDR cells viability, CellTiter-Glo, 72 h. Potency, µM (titrated, usually from 46.1 µM), for inactives: at the highest dose activity change, negative = cytotoxicity, actives largely listed as cytotoxic. 400,000 compounds, 3.4% hits. AID 1347076, 2019; also: potency is read from the fitted curve at half-maximal effect; % is scaled to controls: 0 for no effect and ±100 for the full control effect; nearly all actives have a fitted effect of over 60% in size
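Drug-selected KB-V1 cells, grown in DMEM lacking phenol red with 10% FBS, receive compound titrations; after three days at 37 degrees C, surviving cell ATP is quantified by CellTiter-Glo luminescence and responses normalized and curve-fitted.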
aSyn yeast inh: qHTS of alpha-syn Inhibitors. 370,000 compounds, 0.14% hits. Yeast expressing alpha-synuclein, growth rescue, BacTiter-Glo, 24 h. Potency, µM (doses to about 46.1 µM), inactives show top-dose growth rescue (activation), hits mostly activators; also: potency is read from the fitted curve at half-maximal effect; % of control where 0% means no effect; nearly all actives have a fitted effect of over 65% in size
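Rescue of yeast growth: cells expressing toxic alpha-synuclein, induced in galactose at OD600 0.02, incubated with compound 24 h at 30 C. ATP luminescence quantified growth; inhibitors of toxicity appear as activators.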
D3 antag: qHTS of D3 Dopamine Receptor Antagonist: qHTS | 360,000 compounds, 2.5% hits | D3R cells, DiscoveRx beta-arrestin luminescence, antagonist mode; active compounds read low | max response, negative = inhibition, %; in the data active = max response below about -50%; inconclusive = no clear call, values can overlap the other calls; also: % is scaled to controls: 0 for no effect and ±100 for the full control effect; mostly tested at two doses, the higher about 12 µM
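Cells plated overnight at 1500 cells/well, then exposed to library compounds with dopamine controls for 90 minutes at 37 degrees C. DiscoveRx reagent added for 30–60 minutes at room temperature; luminescence read, quantitative HTS format.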
GLP1R inv ag: qHTS of GLP-1 Receptor Inverse Agonists (Inhibition Mode); Glucagon-like peptide 1 receptor (Homo sapiens), P43220; HEK293 GLP-1R CRE-luciferase, luminescence, 24 h; GLP-1R form is constitutively active; Potency, µM (top dose mostly 38.3 µM), without a hit: at the top dose activity change, negative = inhibition, hits mostly inhibitors; 410,000 compounds, 1.6% hits; AID 624417, 2012; also: potency is read from the fitted curve at half-maximal effect; % is scaled to controls: 0 for no effect and ±100 for the full control effect; nearly all actives have a fitted effect of over 55% in size
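Using stably transfected HEK293 (constitutively active GLP-1R, cAMP-luciferase reporter), compounds were incubated 24 hr and luciferase measured by luminescence.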
PTHR1 agonist: qHTS for PTHR1 Agonists: Primary Screen | Parathyroid hormone/parathyroid hormone-related peptide receptor (Homo sapiens), Q03431 | HEK293 GP2 PTHR1 cells, GloSensor cAMP luminescence, 1 h | Potency, µM (highest dose often 115 µM), for inactives: at the top dose activation, most hits filed as activators | 410,000 compounds, 0.075% hits; also: potency is read from the fitted curve at half-maximal effect; nearly all actives have a fitted effect of over 55% in size; some results filed as inactive show a strong effect at the top dose; inactives centre near -15; many of its hits are not listed in these tables
Target sequence (Q03431 whole entry, looked up): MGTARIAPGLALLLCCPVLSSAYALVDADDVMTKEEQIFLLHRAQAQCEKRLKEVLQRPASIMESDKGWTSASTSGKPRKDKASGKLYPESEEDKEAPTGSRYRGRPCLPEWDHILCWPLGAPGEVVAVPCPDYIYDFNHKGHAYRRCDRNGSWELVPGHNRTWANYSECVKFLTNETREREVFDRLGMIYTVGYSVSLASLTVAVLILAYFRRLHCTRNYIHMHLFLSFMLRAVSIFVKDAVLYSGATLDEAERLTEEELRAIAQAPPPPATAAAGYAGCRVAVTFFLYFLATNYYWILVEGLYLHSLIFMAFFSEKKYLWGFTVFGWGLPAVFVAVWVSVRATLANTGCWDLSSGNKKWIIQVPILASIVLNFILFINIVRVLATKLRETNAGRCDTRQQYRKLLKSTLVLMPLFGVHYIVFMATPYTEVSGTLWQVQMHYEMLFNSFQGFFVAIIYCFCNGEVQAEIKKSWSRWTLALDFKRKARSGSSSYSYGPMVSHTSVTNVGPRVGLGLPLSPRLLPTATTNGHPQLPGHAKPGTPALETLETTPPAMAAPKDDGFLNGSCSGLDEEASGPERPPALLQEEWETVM
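HEK-293-derived GP2 cells expressing PTHR1 and a GloSensor cAMP reporter, 3,000/well, plated overnight, given luciferin plus IBMX (each 0.5 mM as added) for 1 h at 37 °C, then compound for 1 h at 37 °C. Luminescence was read after 15 min at room temperature.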
GLP-1R agonist: qHTS of GLP-1 Receptor Agonists | HEK293 GLP-1R CRE-luciferase, luminescence, 4-6 h; cells express a hypersensitive GLP-1R form | Potency, µM (titrated, usually from 45.6 µM), for inactives: at the highest dose activation, hits mostly activators | 380,000 compounds, 0.007% hits; also: potency is read from the fitted curve at half-maximal effect; % of control where 0% means no effect
GLP1R cytotox: qHTS of GLP-1 Receptor Inverse Agonists: Cytotox Screen. HEK293 cAMP-luciferase reporter cells, luminescence, 24 h. Potency, µM (highest dose often 38.3 µM), inactives show at the top dose activity change, negative = inhibition, actives largely listed as inhibitors. 410,000 compounds, 0.13% hits. AID 624418, 2012;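 also: loss of luciferase light is scored as toxicity; potency is read from the fitted curve at half-maximal effect; % is scaled to controls: 0 for no effect and ±100 for the full control effect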
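Seeding density was 200 cells/uL; after overnight-length (12 h) culture, 23 nL compounds went on for 24 h at 37 °C. Readout used a luciferase detection reagent, luminescence taken after 12 min at room temperature.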
TDP-43 yeast inh: qHTS of TDP-43 Inhibitors; TDP-43 expressing yeast growth rescue, BacTiter-Glo, 24 h; Potency, µM (top dose mostly 46.1 µM), for inactives: at the top dose growth rescue (activation), most hits filed as activators; 410,000 compounds, 1.8% hits; also: potency is read from the fitted curve at half-maximal effect; % of control where 0% means no effect; nearly all actives have a fitted effect of over 50% in size
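Cell-based yeast growth screen: TDP-43 expression induced in galactose, inoculum OD600=0.02 after raffinose pregrowth to mid-log. Read-out BacTiter-Glo luminescence at 24 hr, 30 deg C; inhibition of toxicity seen as signal increase.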
Starred values were filed as active, the others as inactive; i = inactive; u = inconclusive; x = no result given; [ ] = dose if it differs, or a comment. Unless noted, calls follow the shape of the dose curve; as a rule, active = well fitted curve in the direction sought with a large enough effect; inconclusive = small, poorly fitted or top-dose-only effect, or another doubt; inactive = no such curve, though single readings can be large; an effect the other way counts as inactive or inconclusive. These rows are one share of the data; the hit share may differ from the screen's.

SMILES | DRD3 agonist | KB-V1 MDR tox | aSyn yeast inh | D3 antag | GLP1R inv ag | PTHR1 agonist | GLP-1R agonist | GLP1R cytotox | TDP-43 yeast inh
CC1(Oc2ccc(-n3ccnc3)cc2)CCN(Cc2cccn2-c2nccs2)C1 (stereo not drawn) | 56* | -23% | -7% | 0 | -2% | -11% | -1% | -5% | 12%
Cc1c(Cl)cccc1NC(=O)CSc1ncnc2c1cnn2CCc1ccccc1 | 1 | -19% | -12% | 17 | u | i | 9% | -13% | -8%
CN1CCN(c2nnc(-c3ccc(F)cc3)c3ccccc23)CC1 | -15 | u | 4% | -4 | -27% | i | 10% | 3% | -16%
CC(=O)Nc1cccc(Nc2cnccn2)c1 | 0 | 16% | -11% | -5 | 25% | -25% | 7% | 0% | 20%
S=C(Nc1cc(Cl)ccc1Cl)Nn1cnnc1 | 6 | -10% | -17% | -1 | 9% | -12% | 5% | 32%[activator] | 18%
C#CCNC(=O)C1CCN(c2ccc(S(=O)(=O)N3CCOCC3)cc2Cl)CC1 | -10 | u | -1% | -19 | -36% | -10% | 1% | 4% | 2%[9.22 µM]
Nc1nc(NCCOCCO)nc(Nc2cccc(F)c2)c1[N+](=O)[O-] | 2 | 5% | -4% | -5 | 45%[activator] | -4% | 27% | 4% | 6%
Nc1nc(SCC(=O)NCC2CCCO2)[nH]c(=O)c1NC(=O)c1ccc(F)c(F)c1 (stereo not drawn) | -5 | -3% | 0% | 3 | 8% | 7% | 7% | 6% | -34%[inhibitor]
Cc1nc(S(=O)(=O)c2ccc(Br)cc2)nc2c1CCC2 | -4 | u | u | -1 | 16% | i | 11% | 23% | u
COc1ccc(/C=N/NC(=O)c2cccc([N+](=O)[O-])c2)cc1OS(=O)(=O)c1ccccc1 | 12 | -12% | -3% | -9 | 3% | i | 2% | -15% | 7%
Cc1ccccc1C(=O)N1CCc2ccccc2C1 | -7 | -22% | 2% | 21 | 0% | i | 1% | 0% | 10%
CC(C)OCCCNC(=O)C1CC(=O)N(C2CCCCCCC2)C1 (stereo not drawn) | 0 | 14% | 0% | 0 | -3% | -1%[57.5 µM] | -6% | 2% | -16%
CC1CCCCc2nc3c(c(=O)n21)CCCC3 (stereo not drawn) | 0 | -3% | 2% | 31 | 9% | -13% | -1% | -6% | 27%
O=C(COC(=O)COc1cccc2ccccc12)NCC(F)(F)F | 7 | -9% | -19% | -12 | -9% | 0% | 1% | 20% | -14%
Cc1ccccc1CN1CC2=C(CCN(Cc3ccccc3)C2=O)N2CCN=C12 | -12 | 0% | 1% | -81* | u | i | -1% | -14% | -8%
COc1ccc(N2CCN(C(=O)C(=O)c3c(C)[nH]c4ccccc34)CC2)cc1 | 10 | 2% | 9% | 13 | -8% | -23% | 11% | -8% | 10%
COc1cc([N+](=O)[O-])ccc1NC(=S)Nn1cnnc1 | -8 | 30% | -13% | u | 6% | -9% | 2% | 0% | 6%
O=C1C(=O)N(C2CCN(C(=O)c3ccc(F)cc3)CC2)CCN1Cc1ccc(F)cc1 | 22 | u | x | x | 5% | i | x | 9% | 8%
C=CCC(C(=O)OC)(C(=O)OC)c1ccc(C(F)(F)F)cc1[N+](=O)[O-] | 3 | -2% | -3% | 6 | 0% | -14% | 2% | -6% | 24%
Cc1ccc(SCc2cc(=O)[nH]c(N3CCN(Cc4ccccc4)CC3)n2)cc1 | 6 | 6% | -1% | 0 | 1% | -19% | 14% | 2% | 22%
CCN(CC)c1nc2n(c(=O)n1)CCO2 | 1 | 18% | 2% | 15 | 2% | -21% | 1% | 1% | 9%
O=C(COC(=O)CNC(=O)c1ccc(Cl)cc1Cl)NC1CCCCCCC1 | -7 | 0% | 0% | 1 | 12% | i | 6% | 2% | -11%
COc1ccc(CCNC(=O)C2CCCN2C(=O)NC2CCCCC2)cc1OC (stereo not drawn) | 2 | 9% | 2% | 18 | -8% | 1%[57.5 µM] | 1% | 76%[activator] | 13%
CC(=O)Nc1ccc(N(CC(=O)NC2CCCCC2)C(=O)Cn2nnc(-c3ccccc3)n2)cc1 | -1 | u | 1% | -19 | 7% | i | 6% | -1% | 10%
CN(C)S(=O)(=O)c1cccc(NC(=O)COC(=O)CCC(=O)c2cccs2)c1 | -3 | -5% | -4% | -8 | 4% | -10% | 3% | -10% | 13%
Cc1cccc2sc(NC(=O)CSc3nc4ccccc4o3)nc12 | 11 | -4% | x | 12 | 3% | -87%[inhibitor] | 0% | -5% | 26%
O=C(CSc1ncn[nH]1)Nc1nc(-c2ccccc2)cs1 | -5 | -4% | -11% | -23 | 7% | i | -4% | 1% | -1%
COc1ccccc1CNCCS(=O)(=O)NN1CCOCC1 | -15 | 0% | 0% | -9 | 11% | i | -4% | -7% | 1%
Cc1cc(NC(=O)CSCC(=O)Nc2ccccc2Oc2ccccc2)no1 | -7 | 10µM* | -8% | 7 | u | -37%[inhibitor] | 3% | -6% | 10%
CC1=C(C(=O)NCc2ccc(Cl)cc2)C2(CCCCC2)OC1=O | 0 | x | x | x | -8% | -12% | x | 0% | 0%
Cc1ccc(CN2CCN(CCCn3cccn3)CC2CCO)cc1 (stereo not drawn) | -8 | 1% | -8% | -24 | -13% | i | -5% | -2% | -14%
CCc1[nH]c(C)c(C(C)=O)c1C | 1 | 20% | 2% | -17 | 4% | i | 0% | 18% | -14%
CC1(C)C(C=C(Cl)Cl)C1C(=O)N(Cc1ccccc1Cl)C1CCS(=O)(=O)C1 (stereo not drawn) | -2 | 15µM* | 8% | 1 | u | i | -7% | -15% | 5%
O=C(CCc1nnc2n(Cc3ccc(Cl)cc3)c(=O)c3ccccc3n12)NCCN1CCCC1 | -11 | u | 1% | 0 | u | i | -1% | -14% | -16%
COc1ccc(CCN2C(=O)N(c3ccc(C)cc3)C(=O)C2CC(=O)Nc2ccc(OC)cc2)cc1 (stereo not drawn) | -5 | -10% | x | x | u | i | x | -9% | 16%
Cc1cccc(OCCC(=O)OCc2csc(CC(=O)Nc3ccccc3C)n2)c1 | 1 | 29% | 10% | 34 | -9% | -27% | -5% | 16% | 3%
Cc1cc2nc3n(c2cc1C)CC1CC(C(=O)NCc2cccc(Br)c2)N(C)C31 (stereo not drawn) | 18 | 0% | 2% | 7 | 0% | -10% | -1% | 7% | -14%
Nc1nc2ccccc2n1/N=C/c1ccc([N+](=O)[O-])s1 | 20 | u | 1% | 8 | 18% | -2% | 5% | -14% | 26%
CSc1ccc(CCNC(=O)Cn2nc(C)n3c(cc4sccc43)c2=O)cc1 | -8 | 23% | x | x | -12% | i | x | -5% | 16%
CC(C)OC(=O)Cn1nnc2c(cnn2-c2ccccc2)c1=O | 6 | -11% | 3% | -13 | -17% | i | 1% | -19% | 1%
COc1ccccc1C(=O)Nc1cccc(NC(C)=O)c1 | 1 | 15% | 4% | 24 | 2% | 3%[57.5 µM] | 4% | -1% | 4%
CN1C(C(=O)NCc2cccc(C(F)(F)F)c2)CC2Cn3c(nc4cc(Cl)c(Cl)cc43)C21 (stereo not drawn) | 17 | 0% | 2% | 23 | -13% | -19% | 6% | -4% | 0%
CCOc1ccccc1NC(=O)C(C)CC (stereo not drawn) | 2 | u | -8% | -3 | -22% | i | 7% | -8% | -5%
Cc1ccc(-c2nn(C(C)(C)C)c3ncnc(N)c23)cc1 | 3 | u | 17% | 19 | 74%[activator] | -4%[57.5 µM] | 19% | -9% | -47%[inhibitor]
CCOC(=O)c1cnn(CCOC(=O)C(C)(C)C)c1NC(=O)C(C)(C)C | 12 | u | -4% | 23 | -3% | i | -10% | -11% | -32%[inhibitor]
CN1CCN(C(=O)/C=C\c2ccc(Cl)cc2)CC1 | -9 | 0% | 1% | 15 | 0% | -1% | -1% | 40%[activator] | 18%
S=C(NCc1ccc2c(c1)OCO2)NC1CC1 | -7 | 0% | 13% | -22 | 5% | 14% | 1% | 2% | 2%
Cc1cc(Nc2ccc3c(c2)OCCO3)n2ncnc2n1 | 1 | -2% | 6% | -10 | 3% | i | 1% | 1% | -4%

8 of these compounds, reformatted.
Under each structure: DRD3 agonist, KB-V1 MDR tox, aSyn yeast inh, D3 antag, GLP1R inv ag, PTHR1 agonist, GLP-1R agonist, GLP1R cytotox, TDP-43 yeast inh
> COc1ccccc1C(=O)Nc1cccc(NC(C)=O)c1
    1, 15%, 4%, 24, 2%, 3%[57.5 µM], 4%, -1%, 4%
> CN1C(C(=O)NCc2cccc(C(F)(F)F)c2)CC2Cn3c(nc4cc(Cl)c(Cl)cc43)C21 (stereo not drawn)
    17, 0%, 2%, 23, -13%, -19%, 6%, -4%, 0%
> CCOc1ccccc1NC(=O)C(C)CC (stereo not drawn)
    2, u, -8%, -3, -22%, i, 7%, -8%, -5%
> Cc1ccc(-c2nn(C(C)(C)C)c3ncnc(N)c23)cc1
    3, u, 17%, 19, 74%[activator], -4%[57.5 µM], 19%, -9%, -47%[inhibitor]
> CCOC(=O)c1cnn(CCOC(=O)C(C)(C)C)c1NC(=O)C(C)(C)C
    12, u, -4%, 23, -3%, i, -10%, -11%, -32%[inhibitor]
> CN1CCN(C(=O)/C=C\c2ccc(Cl)cc2)CC1
    -9, 0%, 1%, 15, 0%, -1%, -1%, 40%[activator], 18%
> S=C(NCc1ccc2c(c1)OCO2)NC1CC1
    -7, 0%, 13%, -22, 5%, 14%, 1%, 2%, 2%
> Cc1cc(Nc2ccc3c(c2)OCCO3)n2ncnc2n1
    1, -2%, 6%, -10, 3%, i, 1%, 1%, -4%
